Screening results from PubChem.
L3MBTL1 inh – inhibitors of human L3MBTL1; Q9Y468; Potency, µM (series often up to 57.1 µM), inactives show at the top dose activity, negative = inhibition, most hits filed as inhibitors; AlphaScreen L3MBTL1–H3K9me1 peptide binding; 230,000 compounds, 0.66% hits; AID 485360; note: % is set by controls: 0 for no effect and ±100 for the full control effect; nearly all actives have a fitted effect of over 60% in size
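Read-out is AlphaScreen signal from streptavidin donor and nickel chelate acceptor beads (10 ug/mL final each) bridging L3MBTL1 (50 nM) and biotinylated K9-monomethylated H3(1-15) peptide (75 nM), after 30 min compound exposure at room temperature.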
RECQ1 inh – blocks DNA unwinding by human RECQ1 | P46063 | RECQ1 DNA unwinding, red fluorescence kinetic read | Potency, µM (doses to about 57.3 µM), for inactives: at the highest dose activity, negative = inhibition, actives largely listed as inhibitors | 240,000 compounds, 0.54% hits;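 note: plate controls were vehicle for no effect and no enzyme for full effect; nearly all actives have a fitted effect of over 30% in size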
Target sequence (P46063 whole entry, looked up): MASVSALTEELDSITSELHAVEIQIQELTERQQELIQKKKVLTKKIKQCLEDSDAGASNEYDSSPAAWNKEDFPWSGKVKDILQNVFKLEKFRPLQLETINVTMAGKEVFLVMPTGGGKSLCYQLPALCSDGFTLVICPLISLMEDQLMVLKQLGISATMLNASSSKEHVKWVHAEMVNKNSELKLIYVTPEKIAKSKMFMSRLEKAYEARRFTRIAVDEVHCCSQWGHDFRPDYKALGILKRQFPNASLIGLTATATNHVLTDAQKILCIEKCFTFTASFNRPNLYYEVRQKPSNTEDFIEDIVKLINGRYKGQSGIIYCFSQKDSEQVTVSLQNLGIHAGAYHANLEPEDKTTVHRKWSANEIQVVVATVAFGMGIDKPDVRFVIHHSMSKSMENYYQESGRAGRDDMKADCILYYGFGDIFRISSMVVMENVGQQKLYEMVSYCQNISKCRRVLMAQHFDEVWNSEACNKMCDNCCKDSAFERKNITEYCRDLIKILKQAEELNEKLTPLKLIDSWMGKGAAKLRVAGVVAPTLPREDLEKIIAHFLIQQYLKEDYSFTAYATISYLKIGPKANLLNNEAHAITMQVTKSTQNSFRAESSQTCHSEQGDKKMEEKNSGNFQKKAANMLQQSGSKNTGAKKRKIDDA
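50 nM RECQ1T1 preincubated 15 min with compound in Tris pH 8.0 buffer with MgCl2, DTT, Tween-20 and 2.5 ug/ml poly(dI-dC); started with 200 nM TAMRA/BHQ-2 forked duplex and 2 mM ATP. Unwinding read as fluorescence (525/598 nm), two reads 2 h apart.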
HTT cytoprotect – cytoprotection in Huntington HTT-Q103 PC12 cell model. AID 1471. 230,000 compounds, 0.14% hits. Potency, µM (series often up to 56.4 µM), for the others: cytoprotection (ATP increase), most hits filed as activators. PC12 HTT-Q103 induced, cytoprotection, ATP luminescence, 40 h;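 note: % of control where 0% means no effect; nearly all actives have a fitted effect of over 45% in size; toxic huntingtin expression switched on by the ecdysone agonist tebufenozide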
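Cells were plated at 1500 per well in phenol red-free DMEM with 5% equine and 5% calf serum. Tebufenozide (100 nM final) and compounds were added, then ATPlite reagent, and luminescence was read.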
Tau fluor cs – counter-screen for tau fibril formation inhibitors; tau K18 P301L Alexa594 fluorescence, heparin fibrillization; Potency, µM (top dose mostly 57.7 µM), for the others: top-dose activity change, negative = decrease; 280,000 compounds, 0.93% hits; AID 1463; note: % is set by controls: 0 for no effect and ±100 for the full control effect; nearly all actives have a fitted effect of over 55% in size
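Human tau K18 P301L (15 uM unlabeled, 0.24 uM Alexa 594-labeled) in 100 mM sodium acetate pH 7 with 20 uM heparin, 6 hr at 37 C. ThT 30 uM added, 1 hr ambient; Alexa 594 FP and total fluorescence read at 555/632 nm.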
Tau fibril FP – blocks human tau fibril formation measured by polarization | K18 P301L tau heparin fibrillization, Alexa594 FP, 6 h | Potency, µM (highest dose often 57.7 µM), for the others: top-dose activity, negative = inhibition, most hits filed as inhibitors | 280,000 compounds, 0.39% hits | P10636; note: % is set by controls: 0 for no effect and ±100 for the full control effect; nearly all actives have a fitted effect of over 55% in size
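Read-out: fluorescence polarization of Alexa 594-labeled tau (0.24 uM), 555 nm excitation, 632 nm emission. Mixtures held 15 uM unlabeled K18 P301L, compound and 20 uM heparin, pH 7 acetate buffer, incubated 6 hr at 37 C.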
Tau ThT inhib – tau fibrillization inhibition (ThT binding); AID 1460; 270,000 compounds, 2.1% hits; P10636; recombinant tau K18 P301L (four-repeat tau fragment), heparin-induced fibrillization, ThT fluorescence; Potency, µM (series often up to 57.4 µM), for the others: at the top dose activity, negative = inhibition, hits mostly inhibitors; note: % is set by controls: 0 for no effect and ±100 for the full control effect; nearly all actives have a fitted effect of over 55% in size
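In this qHTS, human K18 P301L tau is incubated with compound and heparin for 6 hr at 37 C, and Thioflavin T fluorescence then reports fibril load.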
TR SRC2 fluor cs – counter-screen for TRb-SRC2 inhibitors: fluorescence interference. TRb/SRC2 Texas Red total fluorescence interference. 280,000 compounds, 0.29% hits. Potency, µM (titrated, usually from 106 µM), inactives show at the top dose fluorescence change, negative = quenching. AID 1479; active = well fitted curve in either direction with a large enough effect; inconclusive = small, poorly fitted or top-dose-only effect; note: % is set by controls: 0 for no effect and ±100 for the full control effect
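Human TRβ ligand-binding domain (0.6 uM) and Texas Red SRC2 peptide (20 nM) in Tris buffer with 1 uM T3 and 5% DMSO were incubated with pinned compound for 5 hr at ambient temperature. Total fluorescence was computed as S + 2P (555/632 nm).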
TRb-SRC2 inh – TRbeta-SRC2 interaction inhibition | P10828 | TRbeta-SRC2 peptide binding, fluorescence polarization; receptor liganded with 1 µM T3 | AID 1469 | Potency, µM (titrated, usually from 106 µM), for the others: at the highest dose activity change, negative = inhibition, actives largely listed as inhibitors | 280,000 compounds, 0.065% hits;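 note: plate controls were bound peptide for no effect and peptide without receptor for full effect; nearly all actives have a fitted effect of over 50% in size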
Target sequence (P10828 whole entry, looked up): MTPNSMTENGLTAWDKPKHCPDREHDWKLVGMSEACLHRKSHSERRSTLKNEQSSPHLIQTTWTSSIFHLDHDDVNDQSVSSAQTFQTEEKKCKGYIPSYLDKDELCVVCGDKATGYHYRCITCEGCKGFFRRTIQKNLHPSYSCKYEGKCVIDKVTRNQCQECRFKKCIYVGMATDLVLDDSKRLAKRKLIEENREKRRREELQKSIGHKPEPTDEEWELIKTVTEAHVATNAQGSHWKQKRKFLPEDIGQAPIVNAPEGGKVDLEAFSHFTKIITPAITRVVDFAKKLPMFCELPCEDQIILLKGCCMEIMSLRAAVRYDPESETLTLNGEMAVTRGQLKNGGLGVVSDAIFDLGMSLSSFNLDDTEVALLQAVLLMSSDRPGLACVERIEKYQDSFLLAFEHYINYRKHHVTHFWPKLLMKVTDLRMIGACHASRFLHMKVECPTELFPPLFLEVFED
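Each compound concentration gave % activity, normalized to unbound and bound Texas Red SRC2 controls, from polarization read after 5 hr ambient incubation with T3-loaded human TRb LBD.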
* hit, by the source's call; i = inactive; ? = inconclusive; / = no result given; & = joins results of further samples; [ ] = another dose, or the depositor's remark. Unless noted, calls come from the whole dose curve; as a rule, active = well fitted curve in the direction sought with a large enough effect; inconclusive = small, poorly fitted or top-dose-only effect, or another doubt; inactive = no such curve, though single readings can be large; an effect the other way counts as inactive or inconclusive. Potency is the fitted concentration of half-maximal effect.

Start of the data: the first 3 records, ahead of the listing:
SMILES	L3MBTL1 inh	RECQ1 inh	HTT cytoprotect	Tau fluor cs	Tau fibril FP	Tau ThT inhib	TR SRC2 fluor cs	TRb-SRC2 inh
Cc1noc(-c2ccc(-c3noc(-c4ccc(Cl)cc4)n3)cc2)n1	/	/	/	-2%	2%	-13%	1%	-1%
Cc1cccc(S(=O)(=O)NCCC(=O)OC(C)C(=O)NC(=O)NC2CCCCC2)c1 (centres undefined)	-1%	i	-12%	-2%	4%	6%	-2%	0%
COC(=O)c1ccc(Cn2c(=O)cc(C)c3c(C)nn(C)c32)cc1	/	/	/	-2%	0%	?	-4%	4%

The whole of this part, from the first entry:
SMILES	L3MBTL1 inh	RECQ1 inh	HTT cytoprotect	Tau fluor cs	Tau fibril FP	Tau ThT inhib	TR SRC2 fluor cs	TRb-SRC2 inh
Cc1noc(-c2ccc(-c3noc(-c4ccc(Cl)cc4)n3)cc2)n1	/	/	/	-2%	2%	-13%	1%	-1%
Cc1cccc(S(=O)(=O)NCCC(=O)OC(C)C(=O)NC(=O)NC2CCCCC2)c1 (centres undefined)	-1%	i	-12%	-2%	4%	6%	-2%	0%
COC(=O)c1ccc(Cn2c(=O)cc(C)c3c(C)nn(C)c32)cc1	/	/	/	-2%	0%	?	-4%	4%
Cc1cn2c(=O)cc(COC(=O)c3ccc(NC(=O)COc4ccc(C)c(C)c4)cc3)nc2s1	/	/	/	-9%	-3%	-6%	0%	-2%
COc1ccc2c(c1)CCc1c(C(=O)Nc3cc(OC)c(Cl)cc3OC)noc1-2	/	/	/	-9%	-7%	-15%	-26%	-3%
N#CC(=C1CCCC1)c1nc(-c2ccccc2O)cs1	-9%	-18%	-73%[inhibitor][10 µM]	?	4%	?	2%	-1%
Cc1cccc(NC(=O)CCN2C(=O)C3C4C=CC(C4)C3C2=O)n1 (centres undefined)	10%	-16%	7%[10 µM]	10%	13%	0%	-2%	-14%
Cc1ccc(NC(=O)c2ncn(-c3ccccc3)n2)c(Cl)c1	/	/	/	2%	0%	-19%	2%	-13%
O=C(OCc1nnc(-c2ccccc2)o1)c1ccc2c(c1)OCCO2	3%	-10%	9%	-17%	2%	-16%	0%	-13%
CCn1c(=NC(=O)c2cccc(N3C(=O)CCC3=O)c2)sc2c(C)ccc(OC)c21	8%	7%	0%[10 µM]	-19%	-8%	?	-2%	-4%
COc1cccc(NC(=O)CSC2=Nc3ccccc3C3=NC(CCC(=O)NCc4ccco4)C(=O)N23)c1 (centres undefined)	/	/	/	-3%	2%	-2%	-5%	7%
Cc1nc(NCc2ccccc2)c2nc(-c3ccccc3)n(CC3CCN(C)CC3)c2n1	/	-6%	10%	-3%	-3%	-2%	-4%	2%
COc1ccc(-n2c(SCC(=O)Nc3sc4c(c3C#N)CCCC4)nnc2-c2ccccc2OC)cc1	-13%	-8%	25%[10 µM]	-10%	-1%	-10%	-2%	1%
CC[n+]1c(/C=C(\C)OC)sc2ccccc21	-6%	i	6%[10 µM]	-16%	-6%	?	1%	-2%
CC(=O)N1CCc2cc(C(=O)CN3CCC(C)CC3)ccc21	6%	-22%	-7%	-8%	0%	-17%	-3%	1%
O=C1CC(c2ccc(Cl)cc2)n2nc(N3C(=O)CCC3=O)nc2N1 (centres undefined)	8%	i	3%	-7%	-4%	-2%	-2%	-10%
CC(C1CC1)N(C(=O)c1ccccc1O)c1ccccc1 (centres undefined)	/	i	13%	2%	1%	12%	-2%	-13%
COc1ccc(N2C(=O)CS(=O)(=O)C23C(=O)N(Cc2ccc(F)cc2)c2ccc(C)cc23)cc1 (centres undefined)	/	/	/	-20%	-6%	-8%	1%	3%
Cc1onc(C(=O)NN)c1C(=O)Nc1ncc(C(F)(F)F)cc1Cl	/	-9%	-20%	2%	6%	-1%	-1%	1%
C=CCOc1c(CNc2ncn[nH]2)cccc1OCC	-1%	-8%	-11%[1.9 µM]	0%	-1%	-11%	1%	10%
C=CCc1ccc(OCCCCNC(C)CC)c(OC)c1 (centres undefined)	5%	2%	-5%[10 µM]	4%	0%	2%	1%	-3%
CC/C(C)=N/Nc1nc2c(c(=O)[nH]c(=O)n2C)n1CCc1ccccc1	-4%	-3%	-29%[10 µM]	-17%	-10%	?	-1%	3%
O=C(COc1cccc(Br)c1)N/N=C1\CCSC1	-1%	-2%	-8%[10 µM]	-9%	-5%	?	-2%	1%
CCOc1ccccc1NC(=O)CC(O)(C(F)(F)F)C(F)(F)F	-3%	5%	-1%[10 µM]	-6%	2%	3%	3%	11%
CCCCNC(=S)Nc1cccc2cnccc12	-4%	3%	20%[10 µM]	-7%	3%	-9%	2%	0%
Continuation.
SMILES	L3MBTL1 inh	RECQ1 inh	HTT cytoprotect	Tau fluor cs	Tau fibril FP	Tau ThT inhib	TR SRC2 fluor cs	TRb-SRC2 inh
COc1ccc(N(Cc2cccs2)C(=O)c2ccccc2C)cc1	/	/	/	-14%	6%	-6%	-6%	-3%
CC(C)NC(=O)CC1C(=O)NCCN1CC(c1ccccc1)c1ccccc1 (centres undefined)	6%	-21%	11%[10 µM]	4%	-6%	-3%	-4%	6%
Cc1c(C(=O)OCC(=O)Nc2ccccc2OC(F)F)cccc1[N+](=O)[O-]	-1%	-8%	16%[10 µM]	-10%	-10%	-4%	0%	-1%
CN(c1cccc(NC(=O)CN(c2ccc(C34CC5CC(CC(C5)C3)C4)cc2)S(C)(=O)=O)c1)S(C)(=O)=O	-14%	-8%	-99%[inhibitor]	?	?	-1%	-5%	-1%
O=C(CO)N/N=C/c1ccc(Cl)cc1	7%	-19%	-10%	8%	-3%	11%	-12%	5%
CCOC(=O)N1CCC(NC(=O)c2ccc(Cl)cc2)CC1	2%	-3%	10%[10 µM]	-2%	-2%	-2%	-4%	4%
Cc1cc(C)c(S(=O)(=O)Nc2ccc(OCC(=O)O)cc2)c(C)c1	/	-2%	-1%	-8%	1%	3%	1%	-14%
O=C(Nc1ccc(F)cc1)c1ccc(-n2cnnc2)cc1	/	/	/	2%	1%	-6%	0%	1%
Nc1ccc(Cc2nc3cc4ccccc4cc3[nH]2)cc1	-4%	-2%	-11%	-25%	7%	?	-1%	-5%
COc1ccc(Cc2nnc3c4cnn(C)c4ncn23)cc1	-3%	i	-15%	0%	-3%	-7%	5%	-3%
CCOc1ccc(-n2c(SCC(=O)NCC3CCCO3)nc3c([nH]c4ccccc43)c2=O)cc1 (centres undefined)	/	/	/	9%	-2%	6%	-4%	7%
C=CCNC(=S)NNC(=O)c1ccncc1	20%	-2%	-15%	7%	-1%	0%	-1%	8%
CCN(CC)C(=O)C(C)N(C#N)c1nc(NC(C)C)nc(NC(C)C)n1 (centres undefined)	5%	-1%	-16%	1%	-6%	1%	-1%	-16%
O=C1CCCc2c1cc(-c1ccccc1)n2-c1ccc(O)cc1	-12%	-2%	13%[10 µM]	-6%	-16%	-1%	-1%	-3%
CC(=O)/C(=N/Nc1ccccc1)Sc1nnc(C(O)c2ccccc2)n1-c1ccccc1 (centres undefined)	-7%	-5%	3%[10 µM]	-4%	0%	-6%	-5%	2%
Cc1cccc(N2CC34C=CC(O3)C(C(=O)O)C4C2=O)c1 (centres undefined)	4%	-2%	11%	-2%	0%	-7%	-1%	-3%
O=C(NCCCN1CCCC1)c1cccc(N2CCCC2=O)c1	?	3%	14%[10 µM]	7%	2%	13%	1%	10%
CCCn1nc(NS(=O)(=O)c2ccccc2)c2cc3ccccc3nc21	5%	i	-12%	-3%	10%	?	-4%	-11%
CCCCOc1ccc(OCCCN2CCOCC2)cc1	-9%	9%	?	-8%&-10%	-5%&-2%	-2%&-14%	-1%	3%
Oc1ccc(C(c2nnnn2CCc2ccccc2)N2CCN(c3nc4ccccc4s3)CC2)cc1 (centres undefined)	/	25%	6%[10 µM]	-27%	-15%	-12%	-5%	12%
Cc1cc(=O)c2cc(C(=O)Nc3ccccc3)ccc2[nH]1	/	/	/	-1%	15%	?	-2%	0%
Cc1nnc(SCC(=O)O)o1	-8%	0%	12%[10 µM]	-3%	-10%	-8%	0%	-5%
COc1ccc2[nH]c(CN3CCN(CCC(C)C)C(CCO)C3)c(C)c2c1 (centres undefined)	-22%	-7%	14%[10 µM]	-12%	4%	-16%	-1%	3%
COc1ccccc1CNC(=O)Cn1cnc2ccccc2c1=O	6%	1%	-13%[10 µM]	-7%	-7%	-7%	2%	4%
Cc1ccc(OCC(=O)N2CCN(C(=O)c3cccnc3)CC2)cc1	-9%	-1%	-6%[10 µM]	5%	0%	0%	1%	12%
Continuation:
SMILES	L3MBTL1 inh	RECQ1 inh	HTT cytoprotect	Tau fluor cs	Tau fibril FP	Tau ThT inhib	TR SRC2 fluor cs	TRb-SRC2 inh
CCOc1ccc(C(=O)c2ccc([N+](=O)[O-])cc2Cl)cc1	-20%	-16%	-41%[inhibitor]	?	5%	?	-2%	2%
CC(=O)Nc1ccc(S(=O)(=O)Nc2nc3ccccc3nc2Nc2cccc(O)c2)cc1	-5%	-1%	-4%[10 µM]	?	4%	?	-8%	3%
C=CCN1C=C2C(=O)C(C)(OC(=O)CCC(=O)OC)C(=O)C=C2C=C1C1CC1 (centres undefined)	/	-2%[11.5 µM]	-44%&-19%[inhibitor][10 µM]	-14%[11.6 µM]	-5%[11.6 µM]	?	-1%[11.2 µM]	7%[11.2 µM]
CCOc1ccccc1NC(=O)CSc1nnc(-c2ccco2)o1	1%	-12%	6%	-6%	-4%	0%	0%	6%
Cc1cc(C)c(NC(=O)CSc2nc3ccccc3c3nc(CCn4cncc4C)nn23)c(C)c1	/	/	/	-6%	?	?	-11%	0%
Cn1c(SCC(=O)N2CCN(S(=O)(=O)c3ccccc3)CC2)nc2ccccc21	7%	i	-5%	-1%	0%	-2%	-1%	-9%
OC(CN1CCN(c2cccc(Cl)c2)CC1)C(c1ccccc1)c1ccccc1 (centres undefined)	-4%	-11%	-104%[inhibitor]	-38%&-17%	-22%&-2%	-23%&-14%	-2%&-3%	4%&0%
O=C(CSCCO)Nc1cccc([N+](=O)[O-])c1	5%	-4%	9%[10 µM]	2%	1%	-1%	-1%	-4%

The list is partial; count on the stated rates, not on these rows.
